ANO1 activ: mouse TMEM16A channel activation, primary screen | 0.3% of 340,000 active | Q8BHY3 | HEK293 TMEM16A/YFP-H148Q/I152L, iodide quench fluorescence; hits give low values | B-score at 10 µM;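 active = fluorescence-ratio B-score plate-corrected deviation score at least 3 library SD below zero, with starting fluorescence score within 5 deviations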;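 note: channel opened by trigger with iodide after compound preincubation; score built on the fluorescence ratio of max minus min over baseline; more negative score means more quench and so TMEM16A activation or potentiation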
Target sequence (Q8BHY3 whole entry, looked up): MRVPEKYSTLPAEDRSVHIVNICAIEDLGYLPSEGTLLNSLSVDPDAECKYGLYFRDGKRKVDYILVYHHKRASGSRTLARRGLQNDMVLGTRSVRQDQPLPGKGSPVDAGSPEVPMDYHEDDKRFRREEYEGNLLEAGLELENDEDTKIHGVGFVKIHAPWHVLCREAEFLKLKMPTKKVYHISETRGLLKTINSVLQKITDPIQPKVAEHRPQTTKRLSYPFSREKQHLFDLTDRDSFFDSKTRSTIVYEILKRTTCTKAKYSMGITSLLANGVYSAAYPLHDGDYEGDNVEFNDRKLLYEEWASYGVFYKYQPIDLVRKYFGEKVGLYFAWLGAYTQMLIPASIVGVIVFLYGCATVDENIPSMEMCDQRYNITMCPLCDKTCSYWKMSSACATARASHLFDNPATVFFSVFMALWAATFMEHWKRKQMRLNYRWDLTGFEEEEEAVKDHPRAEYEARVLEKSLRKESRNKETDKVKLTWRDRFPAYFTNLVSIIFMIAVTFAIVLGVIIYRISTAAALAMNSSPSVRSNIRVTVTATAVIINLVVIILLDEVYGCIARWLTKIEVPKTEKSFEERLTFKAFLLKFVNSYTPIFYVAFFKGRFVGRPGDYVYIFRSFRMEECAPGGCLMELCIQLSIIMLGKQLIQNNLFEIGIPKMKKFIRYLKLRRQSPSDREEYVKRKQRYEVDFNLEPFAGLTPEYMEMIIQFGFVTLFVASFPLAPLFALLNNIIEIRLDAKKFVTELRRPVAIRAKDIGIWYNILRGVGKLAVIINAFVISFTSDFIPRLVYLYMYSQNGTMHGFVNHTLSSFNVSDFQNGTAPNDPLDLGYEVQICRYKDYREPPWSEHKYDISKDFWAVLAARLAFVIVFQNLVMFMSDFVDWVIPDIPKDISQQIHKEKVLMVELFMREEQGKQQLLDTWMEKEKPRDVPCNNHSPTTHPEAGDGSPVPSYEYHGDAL
KCNK3 block: human KCNK3 channel inhibition, primary screen. 0.84% of 340,000 active. B-score at 10 µM. O14649. CHO-KCNK3 thallium flux, FluxOR fluorescence; hits give low values;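 active = B-score under library mean minus 4 SD, starting fluorescence ratio at most library mean plus 5 SD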;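 note: more negative B-score means stronger inhibition of thallium flux through KCNK3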
Calls only; i = inactive. The list is partial, so the mix of outcomes need not match the whole.

SMILES	ANO1 activ	KCNK3 block
CCOC(=O)C1CCCC12Nc1cccc3cccc(c13)N2 (configuration not stated)	i	i
O=C(NCCCN1CCCC1=O)c1cc(S(=O)(=O)N2CCN(c3ccccc3)CC2)ccc1Cl	i	i
CSc1ccccc1NC(=O)CN(C)C(=O)c1c(C)nn(Cc2ccccc2)c1C	i	i
CC(C)(C)OC(=O)NCCCCCNC(=O)c1nc[nH]c1C(=O)NCc1ccccc1	i	i
CN(C(=O)c1ccccc1C(=O)OCC(=O)Nc1ccc(OC(F)F)cc1)c1ccccc1	i	i
COc1ccc(-c2sc3ccc(N4CCOCC4)cc3c2C#CC2(O)CCCCC2)cc1	i	i
Cc1cc(C)c(S(=O)(=O)Oc2ccccc2[N+](=O)[O-])c(C)c1	i	i
CCCCn1cnc2c(SCc3ccc(Br)cc3)nc(N)nc21	i	i
CCN(c1ccccc1)S(=O)(=O)c1cccc(C(=O)OCC(=O)c2c(N)n(C)c(=O)n(C)c2=O)c1	i	i
CCc1nc2ccccc2c(C(=O)OCC(=O)NC2CC2)c1C	i	i
Nc1cc(Cl)cc2c1-c1ccc(Cl)cc1C2	i	i
Cc1ccc(NC(=O)C(C)OC(=O)COc2cccc(C(F)(F)F)c2)cc1S(=O)(=O)N1CCOCC1 (configuration not stated)	i	i
COc1ccccc1NC(=O)c1ccc(NC(=O)C2CC2)cc1	i	i
Cn1c(SCC(=O)NCc2ccco2)nnc1C1CC1	i	i
CC(Sc1ccccc1F)C(=O)Nc1cccc(S(=O)(=O)N2CCOCC2)c1 (configuration not stated)	i	i
CC(OC(=O)c1ccc(S(=O)(=O)NCc2ccco2)cc1)C(=O)Nc1ccccc1 (configuration not stated)	i	i
COc1cc(SC)ccc1C(=O)Nc1cccc(S(=O)(=O)NC2=NCCC2)c1	i	i
Cc1ccc2c(c1)[C@H]1[C@H](CO2)[C@H](c2ccccc2)[C@]2(C)C(=O)Nc3ccc(F)cc3C(=O)N12	i	i
CCN(CC)CCCn1c(C)cc2c(c1=O)C(c1cccc(Cl)c1)C(C#N)=C(N)O2 (configuration not stated)	i	i
CSCCC(NS(=O)(=O)c1ccccc1)C(=O)OC(C)C(=O)Nc1ccc(Cl)cn1 (configuration not stated)	i	i
COc1cc2c(c(OC)c1OC)-c1ccc(SC)c(=O)cc1C(NC(=O)c1ccccc1)CC2 (configuration not stated)	i	i
Cc1cc2ccccc2cc1C(=O)c1ccccc1	i	i
CC(=O)c1ccc(N2CCN(Cc3cc(=O)n4c(-c5ccccc5)csc4n3)CC2)cc1	i	i
CC(=O)c1cc(Cl)ccc1OCC(=O)Nc1cccc(S(=O)(=O)N2CCCC2)c1	i	i
c1ccc(NCCC2OCC3(CO2)COC(CCNc2ccccc2)OC3)cc1 (configuration not stated)	i	i

Five of the compounds above, with two lines to a compound.
Every second line gives: ANO1 activ | KCNK3 block
CCN(c1ccccc1)S(=O)(=O)c1cccc(C(=O)OCC(=O)c2c(N)n(C)c(=O)n(C)c2=O)c1
→ i | i
Nc1cc(Cl)cc2c1-c1ccc(Cl)cc1C2
→ i | i
CSCCC(NS(=O)(=O)c1ccccc1)C(=O)OC(C)C(=O)Nc1ccc(Cl)cn1 (configuration not stated)
→ i | i
CSc1ccccc1NC(=O)CN(C)C(=O)c1c(C)nn(Cc2ccccc2)c1C
→ i | i
Cc1ccc2c(c1)[C@H]1[C@H](CO2)[C@H](c2ccccc2)[C@]2(C)C(=O)Nc3ccc(F)cc3C(=O)N12
→ i | i

Additional structures.
SMILES	ANO1 activ	KCNK3 block
COc1ccc(-c2sc3ccc(N4CCOCC4)cc3c2C#CC(C)(C)O)cc1	i	i
C[C@H](CO)N1C[C@H](C)[C@@H](CN(C)Cc2ccc(Cl)c(Cl)c2)Oc2c(NC(=O)CCC(F)(F)F)cccc2C1=O	i	i
COc1cc(/C=C/C(=O)OCC(=O)NCCCc2ccccc2)cc(OC)c1OC	i	i
O=C(NCc1ccncc1)c1cccc(S(=O)(=O)N2CCc3ccccc32)c1	i	i
CCn1c(N2CCN(C(c3ccccc3)c3ccccc3)CC2)nc2c1c(=O)[nH]c(=O)n2C	i	i
COc1cc(/C=C/C(=O)OC[C@H]2O[C@H](OC3(CO)OC(CO)C(O)C3O)[C@H](O)[C@@H](O)[C@@H]2O)ccc1O (some centres not stated)	i	i
O=C(Nc1csnn1)OCc1ccccc1	i	i
Cc1ccc(NC(=O)c2nc[nH]c2C(=O)NCCCNC(=O)c2[nH]cnc2C(=O)Nc2ccc(C)cc2)cc1	i	i
CN(C)C(CNC(=O)c1cc(S(=O)(=O)N2CCOCC2)ccc1Cl)c1cccs1 (configuration not stated)	i	i
O=C(/C=C(O)/C=C/c1ccc(O)cc1)/C=C/c1ccc(O)cc1	i	i
Cc1cc(C)c(C)c(S(=O)(=O)N2CCN(C(=O)c3ccncc3)CC2)c1C	i	i
CC(=O)c1ccc(S(=O)(=O)Nc2ccc(C(=O)NC3CC3)cc2)cc1	i	i
O=C(Nc1ccc2c(c1)C(N1CCOCC1)c1ccccc1-2)C(F)(F)F (configuration not stated)	i	i
CC1(c2cccc(Br)c2)NC(=O)N(CC(=O)NCC2CCCO2)C1=O (configuration not stated)	i	i
CSc1ccc(C2=CC(=O)C[C@H](c3ccc(Cl)cc3)C2)cc1	i	i
CN(C)/C=C(/C(=O)c1ccccc1Cl)S(C)(=O)=O	i	i
COc1cc(NC(=O)CCN2C(=O)NC3(CCCC3)C2=O)c(OC)cc1Cl	i	i
CN(CC(=O)Nc1ccc(F)c(F)c1F)C(=O)C1CSC2(C)CCC(=O)N12 (configuration not stated)	i	i
NC(=O)c1ccccc1OCC(=O)Nc1ccc2c(c1)CCC2	i	i
CCN(CC(=O)Nc1c(F)cccc1F)C(=O)c1ccc2c(=O)n3c(nc2c1)CCC3	i	i
Cc1nc(C)c(C(=O)OCC(=O)Nc2cccc(C)c2C)s1	i	i
CCCCN(C(=O)COC(=O)c1nc2nccc(C)n2n1)C1CCS(=O)(=O)C1 (configuration not stated)	i	i
COC1OC(O)C(NC(=O)C(F)(F)F)CC1O (configuration not stated)	i	i
Cc1c2c(cc3c1[nH]c1ccccc13)C=NCC2	i	i
Cc1cccc(NC(=O)CSCC(=O)N(C)Cc2ccc3c(c2)OCCO3)c1	i	i
SMILES	ANO1 activ	KCNK3 block
O=C(Nc1cc(-c2ccccc2)nn1C1CCCCC1)c1ccc(Cl)cc1	i	i
C[C@H](CO)N1C[C@H](C)[C@@H](CN(C)Cc2ccncc2)Oc2c(NS(=O)(=O)c3ccccc3)cccc2C1=O	i	i
COc1ccc(NC(=O)COC(=O)c2ccc(N3CCCC3=O)cc2)cc1	i	i
COc1ccc(N(C)S(=O)(=O)c2cccc(C(=O)N3CCN(c4cccc(C)c4C)CC3)c2)cc1	i	i
COc1ccc(NC(=O)CCNC(=O)c2ccc([N+](=O)[O-])cc2)cc1S(=O)(=O)N1CCCCC1	i	i
O=C(COC(=O)c1ccc(O)cc1)Nc1ccc2c(c1)OCO2	i	i
NC(=O)C1CCCN(C(=O)c2cccc(S(=O)(=O)N(Cc3ccccc3)c3ccccc3)c2)C1 (configuration not stated)	i	i
O=C(CN1C(=O)NC2(CCOc3ccccc32)C1=O)N1CCCCC1 (configuration not stated)	i	i
COc1ccc(S(=O)(=O)N2CCOCC2)cc1NC(=O)c1ccc(S(=O)(=O)N2CCCCC2)cc1	i	i
Cc1ccc(N2CC(C(=O)OCC(=O)Nc3ccccc3C)CC2=O)cc1 (configuration not stated)	i	i
COc1ccccc1C(=O)NC(=O)CSc1nnc2ccccn12	i	i
CCc1ccccc1NC(=O)CN1CCN(C(=O)C2CCN(C(=O)/C=C/c3ccccc3)CC2)CC1	i	i
NS(=O)(=O)c1ccc(NC(=O)COC(=O)CN2C(=O)C3CC=CCC3C2=O)cc1 (configuration not stated)	i	i
CN(Cc1nc2ccccc2c(=O)[nH]1)C(=O)c1cccc(S(=O)(=O)N2CCCCCC2)c1	i	i
CCOC(=O)c1c(NC(=O)COC(=O)Cc2n[nH]c(=O)c3ccccc23)sc(C(=O)NC)c1C	i	i
CCOc1ccc(CC(=O)NC2CC(C)(C)N(C)C(C)(C)C2)cc1OCC	i	i
COc1ccc(NC(=O)CSc2nc3ccccc3c(=O)[nH]2)cc1S(N)(=O)=O	i	i
CN1CCC(N(C)C(=O)c2cc(-c3ccc(F)cc3)nc3ccccc23)CC1	i	i
COc1cc2cnc(-c3ccccc3)c(-c3cccc(C(F)(F)F)c3)c2cc1OC	i	i
CCN(c1ccccc1)S(=O)(=O)c1cc(C(=O)NCC(c2ccc(OC)cc2)N(C)C)ccc1C (configuration not stated)	i	i
CN(CC(=O)Nc1ccc(Cl)c(S(=O)(=O)N2CCOCC2)c1)C(=O)c1ccc(C#N)cc1	i	i
Cc1ccc(NC(=O)c2nc[nH]c2C(=O)N(C)Cc2ccccc2)cc1	i	i
O=C(CNC(=O)c1ccc(Cl)cc1Cl)OCc1cn2cc(Br)ccc2n1	i	i
Cc1cc(C)c(C=NNc2nc3c([nH]2)c(=O)n(C)c(=O)n3C)c(C)c1	i	i
O=C(C[C@@H]1C/C=C\C[C@@H](NC(=O)OCC2c3ccccc3-c3ccccc32)C(=O)OC[C@@H](Cc2ccccc2)NC1=O)NCCO	i	i

Profiles as entered above. Values in the order: ANO1 activ	KCNK3 block
Entry for `O=C(CNC(=O)c1ccc(Cl)cc1Cl)OCc1cn2cc(Br)ccc2n1` : i	i
Entry for `NC(=O)C1CCCN(C(=O)c2cccc(S(=O)(=O)N(Cc3ccccc3)c3ccccc3)c2)C1` (configuration not stated) : i	i
Entry for `NS(=O)(=O)c1ccc(NC(=O)COC(=O)CN2C(=O)C3CC=CCC3C2=O)cc1` (configuration not stated) : i	i
Entry for `O=C(C[C@@H]1C/C=C\C[C@@H](NC(=O)OCC2c3ccccc3-c3ccccc32)C(=O)OC[C@@H](Cc2ccccc2)NC1=O)NCCO` : i	i
Entry for `Cc1cc(C)c(C=NNc2nc3c([nH]2)c(=O)n(C)c(=O)n3C)c(C)c1` : i	i

Compounds shown so far with bromine, in the order listed:
SMILES	ANO1 activ	KCNK3 block
CCCCn1cnc2c(SCc3ccc(Br)cc3)nc(N)nc21	i	i
CC1(c2cccc(Br)c2)NC(=O)N(CC(=O)NCC2CCCO2)C1=O (configuration not stated)	i	i
O=C(CNC(=O)c1ccc(Cl)cc1Cl)OCc1cn2cc(Br)ccc2n1	i	i

The results go on:
SMILES	ANO1 activ	KCNK3 block
O=C(COC(=O)/C=C/c1ccc([N+](=O)[O-])cc1)NC1CCCCC1	i	i
COc1ccc(C2C3=C(CC(C)(C)CC3=O)Oc3ncn4nc(-c5ccccc5)nc4c32)cc1 (configuration not stated)	i	i
CN(C(=O)COC(=O)COc1ccc(N(C)S(=O)(=O)c2ccc(Cl)cc2)cc1)c1ccccc1	i	i
c1ccc2nc3c(ccc4ccccc43)cc2c1	i	i
Cc1ccc(S(=O)(=O)NCC(=O)NNC(=O)c2ccc(Br)cc2)cc1C	i	i
O=S(=O)(NCc1ccc(F)cc1)c1ccc(Br)cc1Br	i	i
CC1CN(S(=O)(=O)c2cccc(C(=O)NCc3ccccn3)c2)CC(C)O1 (configuration not stated)	i	i
CSc1ccc(CCCCCCOC(=O)C(C)(C)C)cc1	i	i
CC(C)C(C)NC(=O)COn1nnc2ccc(S(=O)(=O)N3CCOCC3)cc21 (configuration not stated)	i	i
CCCOc1ccccc1OCC(=O)N1CCN(S(=O)(=O)c2ccc(Cl)cc2)CC1	i	i
C=CC(C)(O)CCCC(C)CCCC(C)CCCC(C)C (configuration not stated)	i	i
Cc1ccc(NC(=O)CN(C)C(=O)c2cccc(S(=O)(=O)NCc3ccco3)c2)cc1	i	i
COc1ccc(CN(C)CC(=O)Nc2ccccc2C(=O)NC2CC2)cc1OC	i	i
O=S(=O)(Nc1ccc2ccccc2c1)N1CCCCC1	i	i
C=CCOc1ccc(C=CC(=O)c2c(O)c(OC)c(OC)c(OC)c2OC)cc1	i	i
CCCCC(CC)COC(=O)c1ccc(N(C)C)cc1 (configuration not stated)	i	i
Cc1cc(C(=O)COC(=O)c2ccc(F)cc2)c(C)n1C	i	i
CC1CN(C(=O)COC(=O)Cc2ccc(Cl)cc2)CC(C)O1 (configuration not stated)	i	i
COc1ccccc1NS(=O)(=O)c1ccc(NC(=O)c2ccccn2)cc1	i	i
CCOc1ccccc1C(=O)OCC(=O)NCc1ccc2c(c1)OCO2	i	i
CCOc1ccccc1N1CCN(C(=O)C2CSC3(C)CCC(=O)N23)CC1 (configuration not stated)	i	i
Nc1c(Cl)cc(S(N)(=O)=O)cc1S(N)(=O)=O	i	i
Cc1cccc(NC(=O)CSCC(=O)Nc2ccc(N3CCOCC3)cc2N2CCOCC2)c1	i	i
O=C1CCC(=O)O1	i	i
CCOC(=O)c1ccc(N2Cc3ccccc3C2=NC(=O)c2cccs2)cc1	i	i
SMILES	ANO1 activ	KCNK3 block
CCc1cccc2c(C(=O)CN3C(=O)NC4(CCCCCC4)C3=O)c[nH]c12	i	i
COCCn1c(CN2CCN(C)CC2)nc2c1c(=O)n(C)c(=O)n2C	i	i
CC1(C)CC2CC(C)(CN2C(=O)COC(=O)c2ccc(NC(=O)CC#N)cc2)C1 (configuration not stated)	i	i
COc1ccccc1NC(=O)c1cc2c(cc1Cl)N1CCCCCC1=NS2(=O)=O	i	i
CN(CC(=O)NC(=O)NC1CCCCC1)CC(=O)Nc1ccc(Cl)cc1	i	i
CCC1(CC)NC(=O)N(CC(=O)Nc2ccc(C)cc2C)C1=O	i	i
CCCCn1c(SCC(=O)N2CCCC2=O)nc2cc(S(N)(=O)=O)ccc21	i	i
CC(=O)N/C(=C\c1ccccc1)C(=O)OCC(=O)Nc1cc(S(=O)(=O)N(C)C)ccc1Cl	i	i
COc1ccc(-c2cc(C(=O)N3CCCCCC3)c3ccccc3n2)cc1	i	i
O=C(c1ccc(F)cc1)C1CCN(Cc2ccccc2)CC1	i	i
COc1cc(NC(=O)COC(=O)Cc2ccsc2)cc(OC)c1	i	i
COC(=O)c1ccc(NC(=O)CN2C(=O)NC3(CCC(C)CC3)C2=O)cc1 (configuration not stated)	i	i
